# Bioassay records deposited in PubChem by Broad Institute.
# C2C12 statin = protects C2C12 myotubes from simvastatin toxicity | ATP luminescence, 48 h; scaled: DMSO 0, geranylgeraniol control 100 | rescue of ATP level, % at 7.49 µM | AID 602340 | 330,000 compounds, 0.78% hits;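 active means mean ATP rescue above about 67%, or every replicate alone reaching that limit, limit read from the data, passing the limit was not always enough; inconclusive means no clear call, values can overlap the other calls; inactive means mean under the limit and some replicate under it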;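 further: myotubes were challenged with 10 µM simvastatin during compound exposure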
# Casp6 inh = caspase-6 (human) enzyme inhibition; AID 686996; P55212; inhibition, % at 12.5 µM; purified caspase-6, Z-VEID-R110 cleavage fluorescence; 350,000 compounds, 0.53% hits;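 active means mean inhibition across replicates at least about 35%, with every replicate also reaching that limit, limit read from the data; inconclusive means only one of the two criteria met; inactive means neither criterion met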;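 further: 0% = median of neutral control wells and 100% = no fluorescence left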
# Target sequence (P55212 24-179 limits assumed): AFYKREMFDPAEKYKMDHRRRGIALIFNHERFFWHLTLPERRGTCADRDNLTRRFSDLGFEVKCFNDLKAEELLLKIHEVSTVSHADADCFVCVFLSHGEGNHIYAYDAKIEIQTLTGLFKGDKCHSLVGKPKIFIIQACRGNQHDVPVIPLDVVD
# Target sequence (P55212 194-293 limits assumed): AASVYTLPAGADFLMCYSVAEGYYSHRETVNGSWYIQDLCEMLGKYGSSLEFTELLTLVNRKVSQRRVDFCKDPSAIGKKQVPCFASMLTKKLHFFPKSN
# FN deposit inh = fibronectin deposition inhibition. AH1F fibroblasts, Alexa488-fibronectin deposition fluorescence, overnight. inhibition, % at 12.6 µM. 350,000 compounds, 0.086% hits. AID 743247;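 active means mean inhibition across replicates of 30% or more, regardless of how many single replicates reach that level; inconclusive means mean under 30% yet at least half of replicates reach 30%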;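 further: positive control wells lacked labelled fibronectin entirely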
#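 Schedule: 1 h cell adhesion before compound, then overnight fibronectin incubation; test system: AH1F fibroblast monolayer depositing Alexa488-labelled fibronectin into matrix; quantity: 10000 AH1F cells per well; probe or stimulus: fluorescent fibronectin at 24 nM final; signal: fluorescence, ex 485 nm, em 525 nm; evaluation: percent inhibition as loss of matrix-bound fibronectin fluorescence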
# SIRT5 block = sirtuin-5 (human) deacylase inhibition; 330,000 compounds, 1.1% hits; inhibition, % at 15 µM; Q9NXA8; Purified SirT5, succinyl-peptide AMC, trypsin-coupled fluorescence; AID 652115; in the data active means inhibition above about 15%; inconclusive means no clear call, values can overlap the other calls
# Target sequence (Q9NXA8 whole entry, looked up): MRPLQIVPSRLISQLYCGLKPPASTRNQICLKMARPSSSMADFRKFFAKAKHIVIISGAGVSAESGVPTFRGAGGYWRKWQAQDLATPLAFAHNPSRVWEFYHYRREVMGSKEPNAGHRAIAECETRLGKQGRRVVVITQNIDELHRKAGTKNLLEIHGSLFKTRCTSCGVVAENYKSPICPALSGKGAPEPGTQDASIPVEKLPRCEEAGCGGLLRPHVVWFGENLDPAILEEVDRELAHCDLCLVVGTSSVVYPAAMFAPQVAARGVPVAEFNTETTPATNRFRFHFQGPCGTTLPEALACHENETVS
# LGR2 inh = Drosophila LGR2 receptor signaling inhibition; HEK293 LGR2, CRE-luciferase, bursicon-stimulated, 4 h; inhibition, % at 9.99 µM; 380,000 compounds, 0.35% hits;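 active means drop in luminescence signal, shown as inhibition above about 50% in the replicate tests, limit read from the data, passing the limit was not always enough; inconclusive means probably only some replicates passing the limit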;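 further: agonist challenge used bursicon conditioned medium at about half maximal strength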
# esBAF inh = blocks esBAF chromatin remodeling in mouse ES cells. 350,000 compounds, 2% hits. AID 602393. Bmi1-luciferase knock-in reporter, 24 h; 100% = twice the neutral-well signal. reporter increase, % at 12.5 µM; in the data active means activation above about 40%; inconclusive means no clear call, values can overlap the other calls;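 further: 0% = median of the plate's neutral control wells and 100% = double that signal; a rise in the Bmi1 reporter signal indicates esBAF inhibition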
# S100A4 inh HTS = inhibitors of human S100A4 binding to myosin IIA peptide | P26447 | S100A4/TAMRA-MyoIIA peptide fluorescence polarization | inhibition, % at 10.7 µM | 360,000 compounds, 0.14% hits;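 active means mean inhibition of at least 70% across replicates, with every replicate also reaching that level; inconclusive means mean inhibition reaches 70% but some replicates fall short; inactive means mean inhibition below 70%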
# Target sequence (P26447 whole entry, looked up): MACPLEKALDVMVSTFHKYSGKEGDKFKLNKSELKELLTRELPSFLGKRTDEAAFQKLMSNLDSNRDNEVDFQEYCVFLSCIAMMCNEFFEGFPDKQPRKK
#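 Material: human S100A4 monomer with TAMRA-labelled myosin IIA peptide; buffer or medium: HEPES pH 7.2 with CaCl2, KCl, NaCl, DTT, Triton; compound dosing: one concentration per compound; schedule: 5 min incubation before reading; benchmarks: neutral control DMSO, positive control TFP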
# Numbers without * were called inactive; u = inconclusive; x = no result given; & = joins results of further samples. A portion of the library; rates above refer to the full screens.
SMILES,C2C12 statin,Casp6 inh,FN deposit inh,SIRT5 block,LGR2 inh,esBAF inh,S100A4 inh HTS
COC(=O)[C@]12CCCCC=C1N(Cc1ccco1)C(=O)[C@H](CC(=O)NCC1CCCCC1)C2,x,5,1,-5,-4,x,4
COc1cc(CN2[C@@H]3CNC[C@H]2C3c2ccc(/C=C/c3ccccc3)cc2)cc(OC)c1 (some centres not stated),x,x,-3&-3,3&-2,-11&13,x,18&40
CSc1nc(N)nc(C(C)C)n1,x,1,6,-5,7,x,-8
Cc1noc(C)c1NC(=O)N(C)C[C@@H]1Oc2ccc(NC(=O)Nc3ccc(F)cc3)cc2CC(=O)N([C@H](C)CO)C[C@@H]1C,7,2,x,-2,-3,0,-7
Cc1ccc(S(=O)(=O)N[C@H]2C=C[C@@H](CC(=O)NCc3ccncn3)O[C@H]2CO)cc1,-5,3,x,-4,16,3,2
Cc1cc(C)c2c(N=NN3CCOCC3)[nH]nc2n1,x,-3,6,3,x,x,-1
C[C@@H]1CN([C@@H](C)CO)C(=O)c2cc(C#CCN(C)C)cnc2O[C@H]1CN(C)C(=O)NC1CCCC1,61,-13,-6,3,4,2,-6
Cc1noc(C)c1S(=O)(=O)N(C)C[C@@H]1OCCCC[C@H](C)Oc2ccc(NS(=O)(=O)c3ccccc3)cc2C(=O)N([C@@H](C)CO)C[C@H]1C,x,1,-2,1,-7,4,3
COc1ccc(NC(=O)Nc2ccc3c(c2)C(=O)N([C@H](C)CO)C[C@H](C)[C@H](CN(C)S(=O)(=O)c2ccc(OC)cc2)OCCCC[C@H](C)O3)cc1,x,x,-3,x,11,4,x
O=C(Nc1ccccc1F)c1ccc2c(c1)OCO2,2,3,-14,-2,-74,30,-2
CO[C@@H]1CC[C@H]2CCOc3ccc(C#N)cc3C(=O)N(C)C[C@H](C)C(=O)N(C)C[C@@H]1O2,5,-3,-6,1,17,-2,1
CC(Oc1ccc2c(c1)oc(=O)c1ccccc12)C(=O)NCC1CCC(C(=O)O)CC1 (configuration not stated),-3,4,x,-20,21,18,0
Cc1noc(C)c1S(=O)(=O)Nc1ccc2c(c1)C(=O)N([C@H](C)CO)C[C@H](C)[C@H](CN(C)C(=O)Nc1cccc3ccccc13)O2,11,2,x,2,27,9,6
CCCNC(=O)[C@@H]1[C@@H](CO)[C@@H]2Cn3c(ccc(C4=CCCC4)c3=O)[C@H]1N2C(=O)CC1CC1,11,-2,x,-14,-5,0,-4
C[C@H]1CN([C@@H](C)CO)C(=O)Cc2cc(NC(=O)C3CCCCC3)ccc2O[C@@H]1CN(C)S(=O)(=O)c1cccs1,21,3,x,0,-7,1,-4

# Compound profiles (already shown). Screens in order: C2C12 statin, Casp6 inh, FN deposit inh, SIRT5 block, LGR2 inh, esBAF inh, S100A4 inh HTS
# Cc1cc(C)c2c(N=NN3CCOCC3)[nH]nc2n1 reads x, -3, 6, 3, x, x, -1
# O=C(Nc1ccccc1F)c1ccc2c(c1)OCO2 reads 2, 3, -14, -2, -74, 30, -2
# CCCNC(=O)[C@@H]1[C@@H](CO)[C@@H]2Cn3c(ccc(C4=CCCC4)c3=O)[C@H]1N2C(=O)CC1CC1 reads 11, -2, x, -14, -5, 0, -4
# COC(=O)[C@]12CCCCC=C1N(Cc1ccco1)C(=O)[C@H](CC(=O)NCC1CCCCC1)C2 reads x, 5, 1, -5, -4, x, 4
# CSc1nc(N)nc(C(C)C)n1 reads x, 1, 6, -5, 7, x, -8

# Continuation.
SMILES,C2C12 statin,Casp6 inh,FN deposit inh,SIRT5 block,LGR2 inh,esBAF inh,S100A4 inh HTS
C=CCOC(=O)C1=C[C@@H](c2cn(C(C)=O)c3ccccc23)C[C@@H](OCCCCO)O1,-6,-1,-13,x,-3,0,4
CC(C)CC#Cc1cnc2c(c1)C(=O)N([C@H](C)CO)C[C@@H](C)[C@H](CN(C)Cc1ccccc1)O2,29,3,-2,11,2,-5,-25
COc1ccc(NC(=O)CSc2nc(O)cc(=O)n2-c2ccccc2OC)cc1,-10,7,x,3,-8,-6,-6
Cn1ccc2c(-c3ccc(C(=O)O)cc3)cc3c(c21)C1CCC3O1 (configuration not stated),-2,1,-5,-12,-18,18,1
CN1C[C@H]2[C@@H](c3ccccc31)[C@H](CO)N2Cc1ccccc1F,-23,-12,x,8,5,0,28
CC1(C(=O)NS(=O)(=O)c2ccccc2Cl)CCN1C(=O)Cc1cccc2ccccc12 (configuration not stated),10,2,5,30*,x,5,2
COc1cccc(-c2cnc(C(O)c3c(C)ccc4ccccc34)[nH]2)c1 (configuration not stated),24,35,4,x,1,-6,-1
Cc1cccc(CN2C[C@]34CC[C@@H](C[C@@H]3S2(=O)=O)O4)c1,10,x,-4,x,3,2,x
C[C@@H]1CN([C@@H](C)CO)S(=O)(=O)c2ccc(/C=C/c3ccccc3)cc2O[C@H]1CN(C)C(=O)c1cccnc1,x,1,4,2,9,4,-8
CCOc1cc(C(=O)Nc2ccccc2N2CCOCC2)ccc1OCC(=O)N1CCCCC1,x,-3,-13,0,13,x,1
CC(C)N(c1cc(=O)nc2ccccn12)C(C)C,x,2,1,1,-8,x,-11
COc1ccc(S(=O)(=O)Cc2ccc(C(=O)NCc3cccnc3)o2)cc1,4,-2,2,x,0,-1,-2
Cc1ccc2[nH]c3c(=S)nc[nH]c3c2c1,x,9,-17,-1,5,x,9
CC(C)c1ccc(N=C2NN=C(c3cccs3)CS2)cc1,x,1,-2,x,-23,x,-2
Cc1nc(OCC(C)C)c2sc3nc4c(cc3c2n1)COC(C)(C)C4,x,-3,-2,-2,-5,x,-3
CCN1CCN(c2ccc(S(=O)(=O)N3CCOCC3)cc2NC(=O)CC(NC(C)=O)c2ccccc2)CC1 (configuration not stated),-6,-166,7,-1,-5,-9,-1
N#Cc1ccccc1NC(=O)COC(=O)/C=C/c1ccc(S(=O)(=O)N2CCOCC2)cc1,-6,4,-5,-2,0,0,-3
COc1ccccc1-c1ccc([C@@H]2[C@H](CO)N3CCCCN(S(=O)(=O)c4cn(C)cn4)C[C@@H]23)cc1,-15,1,x,0,15,-4,3
O=C1CCCN1c1nccs1,-1,-1,11,3,-11,-4,-4
CCC(=O)Nc1ccc2c(c1)C(=O)N(C)[C@H]1CC[C@@H](CC(=O)NCCCN(C)C)O[C@H]1CO2,1,-1,-18,1,12,2,-1
CC(C)NC[C@H]1[C@@H](c2ccc(-c3cccc(F)c3)cc2)[C@@H](CO)N1CC1CC1,-19,-2,-9,-6,-4,0,-3
CCc1cccc(N(C)C(N)=Nc2cccc3ccccc23)c1,0,-3,0,2,-10,4,-1
CC(=O)N/C(=N\c1nc(C)cc(C)n1)Nc1ccc(Cl)cc1Cl,7,-2,0,6,9,-4,-9
Cc1ccc(O)c(-c2cc(C(=O)NCc3ccncc3)[nH]n2)c1,5,x,2,x,x,2,x
CC(=O)c1sc(C(C)(C)C)cc1NC(=O)/C=C/C(=O)O,x,3,0,-3,-2,x,-2
CCOC(=O)N1CCN(C(C(=O)NC2CCCC2)c2cccc(OC)c2OC)CC1 (configuration not stated),x,0,x,-1,-4,x,1
N#CC(C#N)=C1C(=O)N(CCN2CCOCC2)c2ccccc21,x,4,-1,-1,8,x,-1
CC1=C(C(=O)Nc2ccccn2)C(c2cccnc2)n2nnnc2N1 (configuration not stated),20,-1,x,-1,13,-3,4
O=C(C[C@H]1CC[C@H](NC(=O)Nc2ccccc2)[C@@H](CO)O1)NCc1ccccn1,2,-2,x,3,17,-6,1
COCC(=O)Nc1ccc2c(c1)C(=O)N(C)[C@@H]1CC[C@H](CC(=O)N3CCc4ccccc4C3)O[C@@H]1CO2,-5,1,-3,2,-2,1,3
CO[C@@H]1CN(C)C(=O)c2ccc(NC(=O)C3CC3)cc2OC[C@@H](C)N(C(=O)c2ccncc2)C[C@H]1C,6,1,5,-2,8,4,-1
COCCN(Cc1nnc(-c2cccs2)o1)C(=O)CN1C(=O)NC2(CCCCC2)C1=O,-7,2,4,2,-16,1,-3
O=C(N/N=C\c1c(F)c(F)c(F)c(F)c1F)c1ccc(-c2ccccc2)cc1,x,-9,2,-1,-15,x,1
CNC(=O)c1c(NC(=O)c2ccc(S(=O)(=O)N3CCCCC3)cc2)sc2c1CCN(C(C)C)C2,-8,-7,-16,3,-10,2,-2
CC(=O)N1c2ccc(S(=O)(=O)N3CCOCC3)cc2CC1C (configuration not stated),0,-2,-12,3,-3,-9,-1
Cc1ccc(NC(=O)COC(=O)CNC(=O)c2ccc(C)s2)cc1,-2,11,9,-4,2,0,-4
COc1ccc(-c2nc3c(C)cc(Br)cn3c2CC2CCCCC2)cc1OC,9,-2,-8,-2,-14,-16,-9
CNC[C@H]1Oc2ccc(NC(=O)C3CC3)cc2CC(=O)N([C@@H](C)CO)C[C@H]1C,-3,2,x,-2,16,-2,-7
CCN(CC)CC#CC(O)(c1ccccc1)c1ccccc1,x,0,6,-6,3,x,19
COC(=O)C(Cc1ccc(O)cc1)N1Cc2ccccc2C1=O (configuration not stated),10,-2,15,-2,-42,u,0
CO[C@H]1CN(C)C(=O)c2ccc(NC(=O)Nc3c(C)noc3C)cc2OC[C@H](C)NC[C@H]1C,3,x,2,0,-3,-9,-4
COc1ccccc1-n1nnnc1SCC(=O)N(C)C1CCS(=O)(=O)C1 (configuration not stated),5,-101,3,-2,-5,-6,0
O=C(NCc1ccccc1)[C@@H]1CCCN1C(=O)[C@H]1CCCN1C(=O)c1ccc(F)cc1F,x,-4,-4,x,6,x,1
O=C(c1cnn2c(-c3ccccc3)cc(-c3ccccc3)nc12)N1CCN(Cc2ccccc2)CC1,x,-5,-2,-3,5,x,-4
COc1ccccc1CCN=C(N)NS(=O)(=O)c1ccc(C)cc1,x,-3,2,-2,9,x,-1
C[C@H](CO)N1C[C@H](C)[C@H](CN(C)CC2CC2)Oc2ccc(NC(=O)CCN3CCOCC3)cc2CC1=O,38,1,-11,-1,5,2,4
CCC(=O)Nc1ccc2c(c1)C(=O)N(C)[C@@H]1CC[C@@H](CC(=O)NCc3ccccc3Cl)O[C@@H]1CO2,2,2,-15,-3,11,-7,10
O=C(C[C@@H]1C[C@@H]2c3cc(NC(=O)Nc4ccccc4)ccc3O[C@@H]2[C@@H](CO)O1)NCCN1CCCCC1,3,-1,x,3,5,-2,3
CCN1[C@H](C(=O)NCc2ccccc2)[C@@H](CO)[C@@H]2Cn3c(ccc(-c4cccnc4)c3=O)[C@@H]21,12,1,x,0,4,2,-10
CN(C)c1ccc(/C=C/C(=O)c2ccccc2O)cc1,x,1,2,-3,-2,x,-5
C[C@@H]1CN([C@@H](C)CO)C(=O)Cc2cc(NC(=O)Cn3cnnn3)ccc2O[C@H]1CN(C)S(=O)(=O)c1ccccc1,18,1,x,2,4,-3,0
COCC(C)NS(=O)(=O)c1ccc(NC(=O)c2ccccn2)cc1 (configuration not stated),-5,0,7,-2,3,8,0
Cc1cc(Cl)c(S(=O)(=O)NCc2ccncc2)cc1OCC(N)=O,129*,x,0,x,x,2,x
Cc1cc(NC(=O)c2ccccc2)n(C)n1,-6,2,x,-7,-1,-3,-4
Cc1ccc(S(=O)(=O)N(C)C[C@H]2OCCCC[C@H](C)Oc3ccc(NS(=O)(=O)c4ccc(Cl)cc4)cc3C(=O)N([C@@H](C)CO)C[C@@H]2C)cc1,30,4,-8,24*,9,3,-11
CC(C)CC(=O)Nc1ccc(Nc2ccccc2)cc1,-68,x,-4,x,x,21,x
C=CCSc1nc2ccsc2c(=O)n1-c1ccccc1,x,0,0,-1,-5,x,3
CC(=O)C1C(c2ccc(Cl)cc2)NC(=O)NC1(O)C(F)(F)F (configuration not stated),11,0,-5,-3,17,-2,-13
